Compound activity deposited in PubChem by several laboratories.
NR2E3 ag-1: activates human NR2E3 receptor; Q9Y5X4; CHO-S Gal4-NCOR/VP16-NR2E3 two-hybrid, luciferase; inhibition of corepressor binding, % at 3.98 µM; 0.35% of 360,000 active; AID 602229;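 active = inhibition above the mean of all tested compounds plus 3 SD, cut at about 70% in these data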;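 also: 0% = DMSO with NR2E3 transfected cells and 100% = cells lacking NR2E3 construct; higher means lower luciferase signal from less NR2E3 corepressor binding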
Target sequence (Q9Y5X4 whole entry, looked up, the tested form may be a part): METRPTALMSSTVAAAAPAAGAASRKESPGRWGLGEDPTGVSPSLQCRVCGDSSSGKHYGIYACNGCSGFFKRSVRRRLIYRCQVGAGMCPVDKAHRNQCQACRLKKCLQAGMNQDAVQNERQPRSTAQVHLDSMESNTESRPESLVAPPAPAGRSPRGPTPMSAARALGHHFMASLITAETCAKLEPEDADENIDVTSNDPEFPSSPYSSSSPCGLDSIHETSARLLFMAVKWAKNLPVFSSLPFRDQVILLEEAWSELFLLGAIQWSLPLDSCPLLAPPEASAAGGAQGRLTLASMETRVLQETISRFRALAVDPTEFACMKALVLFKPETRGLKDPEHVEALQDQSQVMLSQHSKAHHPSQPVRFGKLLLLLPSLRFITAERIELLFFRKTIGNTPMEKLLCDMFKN
Vif imaging: HIV Vif inhibition; HEK293T cells, Vif self-association by quenched fluorescence, imaging, 24 h; 0.35% of 340,000 active; inhibition, % at 7.49 µM; AID 602346; in the data active = inhibition above about 50%, passing the limit was not always enough; also: some results filed as inactive read as strong as hits
CaV13 FRET inh: Primary screen for inhibitors of IQ motif and Ca2+-dependent inactivation inhibitor domain binding in CACNA1D, Förster resonance energy transfer in living cells, … | HEK cells, CFP/YFP FRET ICDI-IQ, plate reader, 10 min; percent FRET-ratio fall versus neutral wells | inhibition, % at 12.3 µM | 0.098% of 340,000 active | AID 743397;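 active = mean replicate inhibition of at least 30% and at least 1% of replicates passing that level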;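 also: 0% = median of the neutral control wells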
Peg3 promoter: inhibitors of Peg3 promoter. HeLa PEG-Prom luciferase reporter, luminescence, overnight. inhibition, % at 20 µM. 1.7% of 360,000 active;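 active = inhibition of at least 50% at 20 µM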
PDI inh: blocks human protein disulfide isomerase activity. inhibition, % at 10 µM. 0.052% of 350,000 active. AID 588391. PDI insulin aggregation turbidity, A650, 90 min;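 active = mean inhibition across replicates of 30% or more, whatever share of single replicates reach that level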;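 also: absorbance from insulin aggregation driven by PDI reduction with DTT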
Target sequence (P07237 whole entry, looked up): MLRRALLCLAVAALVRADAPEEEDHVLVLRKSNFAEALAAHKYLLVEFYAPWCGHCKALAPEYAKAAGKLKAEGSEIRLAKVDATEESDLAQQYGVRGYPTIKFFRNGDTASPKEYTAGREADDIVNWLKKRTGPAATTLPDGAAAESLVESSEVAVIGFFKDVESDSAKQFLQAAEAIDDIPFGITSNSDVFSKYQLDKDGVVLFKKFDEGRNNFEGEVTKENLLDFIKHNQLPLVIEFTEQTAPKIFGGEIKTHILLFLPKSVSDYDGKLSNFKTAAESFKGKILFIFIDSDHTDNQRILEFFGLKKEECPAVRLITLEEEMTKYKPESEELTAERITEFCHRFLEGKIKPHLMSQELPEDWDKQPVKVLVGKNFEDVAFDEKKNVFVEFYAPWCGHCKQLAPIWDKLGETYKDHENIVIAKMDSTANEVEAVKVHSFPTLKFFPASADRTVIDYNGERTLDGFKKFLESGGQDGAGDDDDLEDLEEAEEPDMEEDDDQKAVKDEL
KKLEB tox: CF airway cell cytotoxicity counter-screen; 0.36% of 360,000 active; KKLEB CF airway cells viability, ATPlite luminescence, overnight; stronger effect = lower value; cells stimulated with P. aeruginosa culture filtrate; AID 602141; activity change (cytotoxicity), % at 5 µM;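 active = corrected activity change at or below -50% at 5 µM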
NR2E3 ag-2: activates human photoreceptor nuclear receptor NR2E3; GST-NR2E3/biotin-RetCOR TR-FRET, 1536-well; inhibition of corepressor binding, % at 4.78 µM; 0.12% of 320,000 active; AID 2300;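 active = percent inhibition above the cutoff of mean plus 3 SD of all tested compounds, set per screening campaign, cut at about 20% in these data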;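 also: 0% = DMSO wells and 100% = biotin wells as full block of FRET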
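Test system – NR2E3–RetCOR corepressor complex · Quantity – NR2E3 fusion 1.35 nM · Buffer or medium – Tris pH 7.5 · Incubation – Compound–protein incubation for 5 h at 4 °C · Technique – TR-FRET, Eu(K)-anti-GST donor, streptavidin-D2 acceptor, ex 340, em 617/671 nm · Evaluation – percent inhibition of 671/617 nm emission ratio versus biotin and DMSO controls · Plate – 1536-well format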
HIF-2a inh: HIF-2a inhibition | 786-0 RCC cells HIF-2a reporter, luciferase luminescence, overnight | inhibition, % at 18.8 µM | 0.72% of 360,000 active | AID 624352;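 active = inhibition of the luminescence signal of 40% or more relative to plate controls, in a single-dose primary screen at 18.75 µM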
MITF TRPM1 inh: MITF TRPM1 promoter inhibition in SK-MEL-5 cells | SK-MEL-5 TRPM1 promoter luciferase, 24 h | inhibition, % at 12.5 µM | 0.83% of 330,000 active | AID 488899;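 active = mean inhibition across replicates of 60% or more, whatever share of single replicates reaches that level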; also: values of inactives mirror those of a sister screen read the other way
CF NFkB block: cystic fibrosis NF-kB activation inhibition | KKLEB NF-kB-GFP reporter, PAF-induced, GFP fluorescence overnight | inhibition, % at 5 µM | 0.86% of 360,000 active | AID 588850;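 active = at least 50% inhibition at 5 µM, scaled per plate between neutral and stimulator controls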;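 also: PAF is a Pseudomonas aeruginosa culture filtrate used as stimulus; plate controls were PAF-stimulated DMSO wells for no effect and unstimulated DMSO wells for full effect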
Shn3 3UTR inh: reduces Shn3 3'UTR luciferase signal in osteoblasts; 0.52% of 360,000 active; inhibition, % at 12.5 µM; Clone20 osteoblast Shn3 3'UTR firefly luciferase, 24 h;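 active = mean inhibition of at least 75% with every replicate also reaching 75%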;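 also: 0% = median of neutral control wells and 100% = pilot-screen positive control compound; some compounds past the cut are filed as inactive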
Active calls of the source: *; x = not tested or not shown. Rows were taken by chance. Share with any hit: about 3.3%.

SMILES | NR2E3 ag-1 | Vif imaging | CaV13 FRET inh | Peg3 promoter | PDI inh | KKLEB tox | NR2E3 ag-2 | HIF-2a inh | MITF TRPM1 inh | CF NFkB block | Shn3 3UTR inh
C[C@H](NC(=O)c1[nH]cnc1C(=O)Nc1ccccc1)C(=O)OC(C)(C)C | -12 | x | -6 | 8 | -6 | -8 | -1 | 13 | 4 | 10 | 1
CC1C(=O)NN=C1c1ccc([N+](=O)[O-])cc1 (stereo not drawn) | -2 | 7 | -5 | -10 | -5 | 2 | x | 6 | 4 | -10 | -19
O=C(O)/C=C/C(=O)c1ccc2c(c1)CCc1ccccc1-2 | -100 | -1 | -6 | 100* | 22 | 3 | 3 | 50* | x | 64* | 81
COCCn1nc2cc(C(=O)NCC34CC5CC(CC(C5)C3)C4)ccc2c1OC | -1 | -3 | -8 | -19 | -2 | -4 | 3 | 7 | 17 | 3 | -3
Cc1cc(C)c(OCC(=O)OCCNC(=O)c2cccnc2)c(C)c1 | -16 | -3 | -6 | 13 | 7 | 2 | 0 | 5 | -3 | 6 | -16
CC(=O)c1cnc2c(-c3ccccc3)c(C)nn2c1C | 3 | -3 | -2 | -19 | 0 | -13 | -2 | -18 | -9 | 4 | 2
Cc1ccc(S(=O)(=O)NC(=O)CSc2nc3ccccc3s2)cc1 | 15 | 14 | -8 | 16 | -7 | 4 | -1 | -2 | 14 | 0 | -16
COc1ccc(C2NC(=S)NC(C)=C2C(=O)c2ccccc2)cc1OC (stereo not drawn) | -18 | x | -2 | 7 | 6 | -4 | -1 | 8 | -11 | 4 | 18
CCN(CC)Cc1c(NC(=O)c2ccccc2)sc(C)c1C | -14 | 1 | -5 | -48 | -3 | 4 | 0 | -105 | -5 | 3 | -7
COc1ccc(-c2nc(CC(=O)O)cs2)cc1 | -11 | 5 | x | -8 | 2 | 0 | -4 | 14 | 4 | 6 | -23
Cc1ccc(SCC(=O)Nc2ccccc2N2CCOCC2)cc1 | 2 | -3 | -8 | 31 | 4 | -10 | 8 | 19 | 0 | 22 | 27
Cc1cccc(C(=O)N[C@H](C(=O)OCC(=O)NC2CCS(=O)(=O)C2)C(C)C)c1 (stereo partly drawn) | 6 | 3 | -4 | 18 | 4 | 5 | 2 | 7 | 3 | -7 | 7
Cc1ccc(S(=O)(=O)CCc2nnc(NC(=O)COc3cccc(C)c3)s2)cc1 | -15 | -3 | -10 | 0 | 8 | 2 | -1 | 0 | 5 | 17 | -18
O=C(Nc1cccnc1)c1ccc2c(c1)C(=O)N(CC1CCCO1)C2=O (stereo not drawn) | 5 | 10 | -8 | 18 | -24 | -5 | 1 | 4 | 4 | -4 | -9
O=C(CN1CCC(NC(=O)Nc2ccc(F)cc2)CC1)Nc1ccccc1[N+](=O)[O-] | 4 | -2 | -2 | 26 | -7 | -7 | 0 | 3 | 7 | 0 | 19
Nc1cccc(OCCCCCOc2cccc(N)c2)c1 | -6 | x | -20 | -63 | 4 | -7 | x | -56 | x | 4 | 16
COc1ccc(S(=O)(=O)CC(=O)Nc2ccccc2Cl)cc1 | -27 | 27 | -2 | -14 | 6 | 10 | 3 | 9 | -3 | 4 | -10
CSc1nnc2sc3cc(C)ccc3n12 | -39 | -6 | -3 | -148 | 14 | -4 | x | -126 | x | -51 | -18
Cc1nc(SCc2ccc([N+](=O)[O-])cc2)n[nH]1 | -6 | 27 | -21 | -24 | 6 | 9 | -2 | -33 | -29 | -4 | -10
COC(=O)c1cc(OC)c(OC)cc1NC(=O)CSc1ccc(C)cc1 | -7 | 5 | -5 | 31 | 16 | -6 | 3 | 31 | -2 | -9 | 11
CC(=C1C(=O)c2ccccc2C1=O)N1CCc2ccccc2C1 | -13 | -9 | -6 | -20 | 4 | -4 | 3 | -82 | 0 | -10 | -5
CN=c1scc(-c2ccc(F)cc2)n1/N=C/c1ccc(O)c(O)c1 | -54 | 35 | -4 | 16 | -7 | -27 | x | -103 | 68* | 13 | 89*
Cn1cnnc1SCC(=O)c1cccc([N+](=O)[O-])c1 | 6 | -3 | -16 | 13 | 19 | 4 | 2 | 7 | 9 | 1 | -19
O=C(/C=C/c1ccc(Cl)cc1)N1CCN(c2ccccn2)CC1 | -5 | 3 | -6 | -22 | 21 | 7 | -1 | -41 | -13 | 10 | -8
CC(C)(C)NCC(O)COc1c(F)cc(Br)cc1F (stereo not drawn) | -3 | -1 | -3 | 8 | -8 | -7 | 6 | -4 | 5 | 17 | -17
CCOc1ccc(NC(=O)CSc2nc(-c3cccs3)cc(C(F)(F)F)n2)c([N+](=O)[O-])c1 | 5 | 2 | -17 | 23 | 4 | -25 | 0 | 12 | 11 | 15 | 16
O=C(c1cccc(S(=O)(=O)N2CCc3ccccc3C2)c1)N1CCN(c2ccccc2)CC1 | -12 | 2 | -5 | 36 | 3 | -19 | 7 | 19 | -7 | -5 | -7
COc1ccc(C2=CSC3=NCCN23)cc1[N+](=O)[O-] | 0 | 3 | -7 | -6 | 0 | 8 | 2 | 13 | 8 | -9 | 0
COc1cc(NC(=O)C2CCN(S(=O)(=O)c3ccc4c(c3)CC(C)N4C(C)=O)CC2)cc(OC)c1OC (stereo not drawn) | -8 | -4 | -2 | 5 | 4 | -2 | 4 | 9 | 2 | -6 | 8
COc1ccc([C@@H]2CC=C(C(=O)O)[C@H](c3ccccc3)N2S(=O)(=O)c2ccccc2C)cc1 | 1 | x | -3 | 8 | 8 | -2 | 1 | 10 | 1 | -27 | 1
CN(Cc1ccccc1)c1nc2c(c(=O)[nH]c(=O)n2C)n1CCCSc1ncccn1 | -23 | 11 | -9 | 31 | 1 | -9 | -1 | 16 | -14 | 11 | 9
CSCC[C@H](NC(=O)OC(C)(C)C)c1nnc(SCc2ccccc2)o1 | -4 | -6 | -2 | 13 | 1 | -5 | 2 | 8 | 3 | 23 | -8
CCOc1cccc(-c2cc(N3CCN(CCO)CC3)n3nccc3n2)c1 | 19 | 3 | -7 | -6 | -4 | 5 | x | 5 | x | -15 | 0
CCN1CCCC1CNC(=O)C(=O)NC1CC1 (stereo not drawn) | 11 | 3 | -5 | -1 | 4 | -8 | 2 | 17 | 3 | 6 | 4
COc1cccc(OCc2nnc3n2N=C(c2ccccc2)C(CC(=O)O)S3)c1 (stereo not drawn) | -3 | 22 | -7 | 16 | -5 | 11 | 1 | 11 | -12 | 1 | 1
CC1CCN(CC(=O)N2CCN(c3ccccc3)CC2)CC1 | -4 | -5 | -7 | 2 | 2 | 5 | 1 | 9 | -4 | -15 | 1
CCN(CC)C(=O)Cn1cc(C(=O)C(=O)NCc2cccnc2)c2ccccc21 | -46 | -5 | -7 | 11 | -8 | 4 | -1 | 13 | 8 | 6 | -4
Cc1ncc([N+](=O)[O-])n1CCOC(=O)NC(NCc1ccccc1Cl)C(Cl)(Cl)Cl (stereo not drawn) | 20 | -1 | -4 | 10 | 18 | 2 | -2 | 16 | -3 | -11 | 14
COc1cccc(OCC(O)CN2CCN(C(c3ccccc3)c3ccccc3)CC2)c1 (stereo not drawn) | 10 | -2 | -5 | 9 | 1 | -7 | -1 | -2 | 3 | 14 | 12
O=C(c1cccs1)c1coc2ccc(O)c(CN3CCOCC3)c12 | -16 | -3 | -7 | 27 | -4 | -9 | 1 | 14 | 2 | 24 | -3
Cc1ccnc2nc(C(=O)OCC(=O)c3ccc(Cl)cc3)nn12 | -9 | 0 | -7 | -9 | 14 | 12 | -1 | 0 | 11 | -4 | -4
N#Cc1ccccc1NC(=O)Nc1ccc(Cl)cc1 | -9 | 1 | x | -49 | 0 | -6 | 2 | -41 | -15 | 5 | 2
CN(Cc1ccccc1)S(=O)(=O)c1ccc2[nH]c(=O)oc2c1 | -15 | 7 | -6 | -15 | -4 | -8 | 1 | -17 | -23 | 8 | -2
C=CCN(C(=O)c1ccccc1)C1CCS(=O)(=O)C1 (stereo not drawn) | -12 | 14 | 0 | -1 | 1 | -2 | -1 | 10 | 3 | 1 | -9
CS(=O)(=O)N(CC(=O)N1CCN(Cc2ccccc2)CC1)c1ccccc1F | -10 | 25 | -7 | 8 | 5 | 20 | 2 | 17 | 1 | -10 | 5
CC(C)c1nc(SCC(=O)N2CC(=O)Nc3ccccc32)c2ccccc2n1 | 6 | 5 | 10 | 27 | 0 | -11 | 6 | 33 | 24 | 20 | 43
CCOC1=C2[C@H](c3ccc(CC)cc3)N(S(=O)(=O)c3ccc(C)cc3)C[C@H]2n2c(=O)n(-c3ccccc3)c(=O)n2C1 | -2 | x | -3 | -6 | x | 3 | x | 6 | x | 7 | 15
CC(C)C(=O)N1CCC1(C)C(=O)NCc1ccc(C(C)(C)C)cc1 (stereo not drawn) | -6 | 5 | -5 | 6 | 1 | -12 | x | 8 | x | 13 | -5
CSc1ccc(CN2C(=O)NC3(CCCCC3)C2=O)cc1 | -2 | 7 | 0 | 8 | 4 | -15 | -1 | 7 | 3 | -1 | -2
COc1ccc([N+](=O)[O-])cc1N(CC(O)CN1CCCCC1)S(=O)(=O)c1ccc(C)cc1 (stereo not drawn) | 10 | -2 | -7 | -2 | 4 | -6 | 5 | 19 | 2 | 7 | 14
CCOC(=O)C1CCN(C(=O)c2cc3c(=O)n4ccccc4nc3n2C)CC1 | -4 | 5 | 7 | 13 | 0 | 14 | 0 | 8 | 1 | -10 | -1
COc1ccc(C(=O)Nc2cc3c4c(c2)C(C)C(=O)N4CCC3)cc1OC (stereo not drawn) | 17 | 5 | -6 | 10 | 1 | 7 | -2 | -6 | -2 | -13 | -21
CC1CCCN(C(=S)NCCc2ccccc2)C1 (stereo not drawn) | -37 | 4 | -4 | -104 | 0 | 4 | 2 | -154 | -44 | -2 | -36
C1CCC(NC2=NCCC2)CC1 | -10 | 32 | -4 | 11 | -2 | 3 | 5 | 20 | 1 | 8 | -2
Cc1ccc(-n2ncc3c(NNC(=O)c4cccs4)ncnc32)cc1 | -34 | -4 | -1 | -18 | 2 | -8 | 0 | -38 | -12 | -6 | 1
COC(=O)c1oc2c(c1C)C(=O)CCC2 | -9 | 3 | -21 | 7 | -5 | -1 | -2 | 9 | x | 3 | -13
O=C(Nc1ccccn1)c1ccc2c(c1)OCO2 | -134 | 3 | -10 | -240 | -4 | 2 | 2 | -187 | -70 | 12 | -64

Just NR2E3 ag-1 (two entries from above):
Molecule | NR2E3 ag-1
COC(=O)c1oc2c(c1C)C(=O)CCC2 | -9
O=C(Nc1ccccn1)c1ccc2c(c1)OCO2 | -134
